Compound activity (PubChem)
H9c2 TAG inh: inhibitors of triacylglycerol accumulation. actives 0.66% (n = 230,000). inhibition, % at 12.5 µM. H9c2 cells, Nile Red lipid (TAG) fluorescence; cells loaded with 200 µM oleic acid;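 active means pattern-corrected inhibition of lipid staining of at least 50% with the nuclear-stain viability signal not falling by more than 50%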;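 further: 0% = DMSO wells and 100% = triacsin C control wells; some results filed as inactive read as strong as hits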
H9c2 TAG inh DAPI viability: second read-out of H9c2 TAG inh, no call of its own (marks repeat the call); DAPI nuclei signal change (viability), lower = more cytotoxic, %;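 whole-well DAPI fluorescence read on a plate reader as a viability signal; minus 50 percent equals half of cells still viable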
An asterisk follows results filed as active. This is a subset; the hit share may differ from the screen's.

CCCN=C1N(CC)C[C@@H]2[C@@H]3C(=O)N(Cc4ccccc4)C(=O)[C@@H]3[C@](C)(C(=O)OC)N12 was read as H9c2 TAG inh 7 and H9c2 TAG inh DAPI viability 2.
`O=C(COC(=O)c1ccco1)Nc1cccc(Br)c1` gave H9c2 TAG inh -11 and H9c2 TAG inh DAPI viability -1.
Screening CCCCCCCNC(=O)C1(CC2CC(c3cccc(Br)c3)=NO2)CCN(C(=O)CCCCCBr)CC1 (stereo unspecified) returned H9c2 TAG inh 2 and H9c2 TAG inh DAPI viability -17.
Screening CCN(CC(=O)Nc1ccc2c(c1)OCCO2)C(=O)/C=C/c1ccc([N+](=O)[O-])cc1 returned H9c2 TAG inh 16 and H9c2 TAG inh DAPI viability -1.
Cc1nc(NC(C)C(=O)O)c2nc(C)oc2n1 (stereo unspecified) was read as H9c2 TAG inh -6 and H9c2 TAG inh DAPI viability -7.
`COc1ccccc1NC(=O)c1c(N=Cc2c(O)ccc3ccccc23)cnn1C` gave H9c2 TAG inh 25 and H9c2 TAG inh DAPI viability -8.
CCN(CC)CCn1c2c(c(SCC(=O)Nc3ccc(C)c(F)c3)nc1=O)CCC2 was read as H9c2 TAG inh 12 and H9c2 TAG inh DAPI viability -4.
`CCn1c(=O)c([N+](=O)[O-])c(NCC(O)c2ccccc2)c2ccccc21` (stereo unspecified) gave H9c2 TAG inh -10 and H9c2 TAG inh DAPI viability -1.
For O=C(/C=C/c1ccc(Br)cc1)N1CCN(Cc2ccccc2)CC1 the results were H9c2 TAG inh 9 and H9c2 TAG inh DAPI viability 1.
CN(C)c1nc2c(c(=O)n(C)c(=O)n2C)n1CC(=O)c1cccs1 was read as H9c2 TAG inh 5 and H9c2 TAG inh DAPI viability -2.
Screening CCCc1cc(-c2n[nH]c(=S)n2CC)cs1 returned H9c2 TAG inh -13 and H9c2 TAG inh DAPI viability 12.
Screening COC(=O)c1ccccc1S(=O)(=O)N1CCC(C(=O)OCc2cccc(OC)c2OC)CC1 returned H9c2 TAG inh 5 and H9c2 TAG inh DAPI viability -5.
`CCCN(C)C[C@@H]1Oc2ncc(Br)cc2C(=O)N([C@@H](C)CO)C[C@H]1C` gave H9c2 TAG inh 12 and H9c2 TAG inh DAPI viability -3.
Screening O=C(Nc1ccc(SC(F)F)cc1)c1ccc2c(=O)n3c(nc2c1)CCC3 returned H9c2 TAG inh -18 and H9c2 TAG inh DAPI viability -3.
Cc1cc(Cl)ccc1OCC(=O)NN1C(=O)C2C3C=CC(C3)C2C1=O (stereo unspecified) was read as H9c2 TAG inh 10 and H9c2 TAG inh DAPI viability -7.
Screening COc1ccc(C(=O)COC(=O)c2ccc3c(c2)OCO3)c(OC)c1 returned H9c2 TAG inh -16 and H9c2 TAG inh DAPI viability 8.
COc1ccccc1-c1nnc(SCC(=O)c2ccc(C3CCCCC3)cc2)n1Cc1ccco1 was read as H9c2 TAG inh -6 and H9c2 TAG inh DAPI viability 10.
Screening COc1ccc(N(C)C(=O)c2cnc(N3CCN(c4ncccn4)CC3)c3ccccc23)cc1 returned H9c2 TAG inh 9 and H9c2 TAG inh DAPI viability 5.
O=C(c1ccco1)N1CCN(CC(O)Cn2c3ccccc3c3ccccc32)CC1 (stereo unspecified) was read as H9c2 TAG inh 11 and H9c2 TAG inh DAPI viability 25.
Cc1ccc(CNC(=O)Cn2ccc(NC(=O)OCc3ccccc3)nc2=O)o1 was read as H9c2 TAG inh -2 and H9c2 TAG inh DAPI viability -10.
Screening COc1ccc(NS(=O)(=O)c2cccc(C(=O)N/N=C/c3c(F)c(F)c(F)c(F)c3F)c2)cc1 returned H9c2 TAG inh 20 and H9c2 TAG inh DAPI viability -7.
Screening O=C(O)CSc1nnc(Cn2cnc3ccccc32)n1CCc1ccccc1 returned H9c2 TAG inh 19 and H9c2 TAG inh DAPI viability 23.
For O=C(CN1CCN(Cc2ccccc2F)C1=O)NCc1ccco1 the results were H9c2 TAG inh -2 and H9c2 TAG inh DAPI viability 8.
For O=C(CC1C[C@H](C(=O)N2CCOCC2)[C@@]2(CCC3CCCC3)c3[nH]c4ccccc4c3CCN2C1=O)NCc1cccc(C(F)(F)F)c1 (stereo partly specified) the results were H9c2 TAG inh 43 and H9c2 TAG inh DAPI viability -15.
For CCOC(=O)C1CCCN(C(=O)c2cc(F)ccc2C)CC1 (stereo unspecified) the results were H9c2 TAG inh -18 and H9c2 TAG inh DAPI viability -2.
`O=C(Nc1ncc(Cc2cccc(Cl)c2)s1)C1CCCO1` (stereo unspecified) gave H9c2 TAG inh -15 and H9c2 TAG inh DAPI viability 3.
CCN(CC(=O)Nc1c(F)cccc1F)C(=O)C1CC1C (stereo unspecified) was read as H9c2 TAG inh 10 and H9c2 TAG inh DAPI viability -2.
Screening C#CCO[C@@H]1C[C@H](n2cnc3c(=O)[nH]c(NC(=O)C(C)C)nc32)O[C@@H]1CO returned H9c2 TAG inh 2 and H9c2 TAG inh DAPI viability -2.
O=C(NC(NC(=S)Nc1ccc(Cl)cc1Cl)C(Cl)(Cl)Cl)c1cccc([N+](=O)[O-])c1 (stereo unspecified) was read as H9c2 TAG inh -15 and H9c2 TAG inh DAPI viability 13.
For CC(C)c1ccc(NC(=S)N2CCN(C)CC2)cc1 the results were H9c2 TAG inh 13 and H9c2 TAG inh DAPI viability -11.
CCN(CC)C(=O)[C@H]1CC(CC(=O)NCCc2ccccn2)C(=O)N2CCc3c([nH]c4ccc(OC)cc34)[C@]12C (stereo partly specified) was read as H9c2 TAG inh 48 and H9c2 TAG inh DAPI viability -47.
For O=c1[nH][nH]c(C(F)(F)F)c1C=Nc1cccc(Cl)c1 the results were H9c2 TAG inh -9 and H9c2 TAG inh DAPI viability 4.
For CN(C)c1ccc(/C=N/NC(=O)c2sccc2-n2cccc2)cc1 the results were H9c2 TAG inh -3 and H9c2 TAG inh DAPI viability 1.
For O=C(Nc1ccccc1)NC1CCCCCCC1 the results were H9c2 TAG inh -3 and H9c2 TAG inh DAPI viability -5.
CC(=O)Nc1ccc(C(O)(C(F)(F)F)C(F)(F)F)cc1 was read as H9c2 TAG inh -12 and H9c2 TAG inh DAPI viability -11.
For COc1ccc2[nH]cc(CCNS(=O)(=O)c3ccc(C)cc3)c2c1 the results were H9c2 TAG inh -16 and H9c2 TAG inh DAPI viability -2.
For O=C(COC(=O)c1cc(=O)[nH]c2ccccc12)NCc1ccccc1Cl the results were H9c2 TAG inh 5 and H9c2 TAG inh DAPI viability -5.
For Cc1ccc(NC(=O)C2=C(O)c3ccccc3N(C)S2(=O)=O)cc1 the results were H9c2 TAG inh 1 and H9c2 TAG inh DAPI viability 1.
For Cc1cc(C)n(-c2nnc3c4ccccc4n(C)c3n2)n1 the results were H9c2 TAG inh 1 and H9c2 TAG inh DAPI viability -7.
For Cc1ccc(-n2c(O)c(/C=C3/C(c4ccccc4)=Nc4ccccc43)c(=O)[nH]c2=O)cc1 the results were H9c2 TAG inh 32 and H9c2 TAG inh DAPI viability -25.

Arranged by heavy-atom count (largest number first): some entries from above.
CCN(CC)C(=O)[C@H]1CC(CC(=O)NCCc2ccccn2)C(=O)N2CCc3c([nH]c4ccc(OC)cc34)[C@]12C (stereo partly specified) was read as H9c2 TAG inh 48 and H9c2 TAG inh DAPI viability -47.
For Cc1ccc(-n2c(O)c(/C=C3/C(c4ccccc4)=Nc4ccccc43)c(=O)[nH]c2=O)cc1 the results were H9c2 TAG inh 32 and H9c2 TAG inh DAPI viability -25.
O=C(NC(NC(=S)Nc1ccc(Cl)cc1Cl)C(Cl)(Cl)Cl)c1cccc([N+](=O)[O-])c1 (stereo unspecified) was read as H9c2 TAG inh -15 and H9c2 TAG inh DAPI viability 13.
For O=C(COC(=O)c1cc(=O)[nH]c2ccccc12)NCc1ccccc1Cl the results were H9c2 TAG inh 5 and H9c2 TAG inh DAPI viability -5.
For Cc1ccc(NC(=O)C2=C(O)c3ccccc3N(C)S2(=O)=O)cc1 the results were H9c2 TAG inh 1 and H9c2 TAG inh DAPI viability 1.
For Cc1cc(C)n(-c2nnc3c4ccccc4n(C)c3n2)n1 the results were H9c2 TAG inh 1 and H9c2 TAG inh DAPI viability -7.
CC(=O)Nc1ccc(C(O)(C(F)(F)F)C(F)(F)F)cc1 was read as H9c2 TAG inh -12 and H9c2 TAG inh DAPI viability -11.
For O=c1[nH][nH]c(C(F)(F)F)c1C=Nc1cccc(Cl)c1 the results were H9c2 TAG inh -9 and H9c2 TAG inh DAPI viability 4.
For O=C(Nc1ccccc1)NC1CCCCCCC1 the results were H9c2 TAG inh -3 and H9c2 TAG inh DAPI viability -5.

(cont.)
COc1ccccc1-c1ccc(SCC(=O)NC2CCCCC2)nn1 was read as H9c2 TAG inh -14 and H9c2 TAG inh DAPI viability -7.
`NS(=O)(=O)c1ccc(CCNC(=O)c2ccc(Cl)c(S(=O)(=O)N3CCCCCC3)c2)cc1` gave H9c2 TAG inh -5 and H9c2 TAG inh DAPI viability 3.
CN(CCN1CCOCC1)C(=O)c1cc(COc2ccc(F)cc2Cl)on1 was read as H9c2 TAG inh 10 and H9c2 TAG inh DAPI viability -8.
`CC(=O)NCCC(=O)N1CCc2c([nH]c3ccccc23)C1c1cccc(C)c1` (stereo unspecified) gave H9c2 TAG inh 1 and H9c2 TAG inh DAPI viability 7.
For COc1ccc(C(=O)C(c2ccccc2)N2CCOCC2)cc1 (stereo unspecified) the results were H9c2 TAG inh 12 and H9c2 TAG inh DAPI viability -11.
For Cc1ccc(C(NC(=O)N2CCOCC2)C(Cl)(Cl)Cl)cc1F (stereo unspecified) the results were H9c2 TAG inh -12 and H9c2 TAG inh DAPI viability 3.
CCCCOc1ccc(/C=C(\C#N)C(=O)NC2CC2)cc1 was read as H9c2 TAG inh -7 and H9c2 TAG inh DAPI viability 0.
`O=C(Nc1ccccc1Cl)c1cc(C2CCCN(C(=O)c3cccs3)C2)on1` (stereo unspecified) gave H9c2 TAG inh -14 and H9c2 TAG inh DAPI viability -12.
CCN1CCN(c2ccc(S(=O)(=O)N3CCCCC3)cc2NC(=O)c2sccc2C)CC1 was read as H9c2 TAG inh 8 and H9c2 TAG inh DAPI viability 3.
`CC(C)Cn1c(N)c(C(=O)CSc2nncs2)c(=O)n(C)c1=O` gave H9c2 TAG inh -26 and H9c2 TAG inh DAPI viability 3.
For O=C(O)c1cccc(N/N=C(\N=Nc2ccccc2)c2ccccc2)c1 the results were H9c2 TAG inh 23 and H9c2 TAG inh DAPI viability -14.
Screening CC(=O)Nc1ccc(NS(=O)(=O)c2cc(-c3n[nH]c(=O)c4ccccc34)ccc2C)cc1 returned H9c2 TAG inh 2 and H9c2 TAG inh DAPI viability 4.
Screening O=C(NCc1ccccn1)C(=O)NCC1OCCN1C(=O)c1ccc(Cl)cc1 (stereo unspecified) returned H9c2 TAG inh 3 and H9c2 TAG inh DAPI viability 2.
Screening CN(C(=O)c1ccccc1-c1ccccc1C(=O)O)c1ccccc1 returned H9c2 TAG inh -7 and H9c2 TAG inh DAPI viability 0.
`Cc1cc(C)cc(NC(=O)CSc2nc3nc(C)cc(C)c3c(=O)[nH]2)c1` gave H9c2 TAG inh 22 and H9c2 TAG inh DAPI viability 8.
Screening CCOC(=O)N1CCN(C(=O)C2CCN(Cc3nc(-c4ccccc4C)oc3C)CC2)CC1 returned H9c2 TAG inh -8 and H9c2 TAG inh DAPI viability -3.
`CN=c1scc(-c2ccccc2F)n1/N=C/c1ccc(O)c(O)c1O` gave H9c2 TAG inh 22 and H9c2 TAG inh DAPI viability -20.
O=C(Nc1ccc(SC(F)F)cc1)c1ccc(F)cc1 was read as H9c2 TAG inh -25 and H9c2 TAG inh DAPI viability 2.
`COc1ccc(C(NC(=O)CC(C)C)NC(=O)CC(C)C)cc1OC` gave H9c2 TAG inh -9 and H9c2 TAG inh DAPI viability -1.
Screening COc1ccc(CCNC(=O)CSc2ncc(C(=O)Nc3ccccc3)c(=O)n2C)cc1 returned H9c2 TAG inh -11 and H9c2 TAG inh DAPI viability -4.
`CCOC(=O)N1CCN(C(=O)CSc2nc(CC)nc3c2c(=O)n(C)c(=O)n3C)CC1` gave H9c2 TAG inh -1 and H9c2 TAG inh DAPI viability -2.
Cc1ccc(N(CC(=O)Nc2ccc(F)c(Cl)c2)S(=O)(=O)c2c(C)noc2C)cc1 was read as H9c2 TAG inh -6 and H9c2 TAG inh DAPI viability -2.
For Cc1ncc(CO)c(/C=N/NC(=O)c2ccoc2C)c1O the results were H9c2 TAG inh 13 and H9c2 TAG inh DAPI viability -9.
For CCOC(=O)c1cc(NC(=O)CSc2nnc(CN3CCOCC3)n2C)ccc1Cl the results were H9c2 TAG inh -20 and H9c2 TAG inh DAPI viability 27.
CCC(=O)c1c(NC(CC)CO)cc(C)oc1=O (stereo unspecified) was read as H9c2 TAG inh 28 and H9c2 TAG inh DAPI viability -2.
`O=C(NCc1c(F)cccc1F)c1cc(COc2c(F)cccc2F)on1` gave H9c2 TAG inh 6 and H9c2 TAG inh DAPI viability -5.
CCc1nc(SCC(=O)N2CCN(C(=O)c3ccco3)CC2)c2c3c(sc2n1)CCCC3 was read as H9c2 TAG inh -14 and H9c2 TAG inh DAPI viability -2.
For COc1ccc(NC(=O)N(C)C[C@@H]2OCc3cn(nn3)CCCC(=O)N([C@@H](C)CO)C[C@H]2C)cc1 the results were H9c2 TAG inh 2 and H9c2 TAG inh DAPI viability -3.
Screening CCOC(=O)N1CCN(C(=O)CCn2c(=S)[nH]c3ccsc3c2=O)CC1 returned H9c2 TAG inh -2 and H9c2 TAG inh DAPI viability -1.
CCc1nnc(SCc2ccc(OC(C)C)cc2)n1N was read as H9c2 TAG inh -15 and H9c2 TAG inh DAPI viability 14.
`Cc1ccc(N2C(=O)N3[C@H](c4ccc(Br)cc4)[C@@H]4C(=O)N(C(C)(C)C)C(=O)[C@@H]4[C@]3(C)C2=O)cc1` gave H9c2 TAG inh -22 and H9c2 TAG inh DAPI viability 0.
O=C(c1ccoc1)N1CCCC(Nc2ccc(F)c(F)c2)C1 (stereo unspecified) was read as H9c2 TAG inh -10 and H9c2 TAG inh DAPI viability 4.
`O=c1c2ccccc2nnn1COc1ccc(Cl)cc1Br` gave H9c2 TAG inh -8 and H9c2 TAG inh DAPI viability 8.
